SMARCA2 activ – SMARCA2 (BRM) function activators, primary screen, cell-based, luminescence, high throughput. MG213 cells, MMTV-luciferase reporter, dexamethasone, overnight. activation, % at 9.1 µM. hit rate 1% among 370,000; in the data active means activation above about 7.8%;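 further: 0% = vehicle wells and 100% = reference activator wells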
DAX1 inh-1 – DAX1 (NR0B1) inhibitors, primary screen, cell-based, HEK293, Gal4-DAX1, luciferase luminescence | AID 504766, 2011 | hit rate 0.99% among 340,000 | HEK293 Gal4-DAX1 luciferase reporter | inhibition, % at 6.75 µM | Nuclear receptor subfamily 0 group B member 1 (Homo sapiens), P51843;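 active means inhibition above the mean over all tested compounds plus 3 SD, cut at about 4.2% in these data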;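 further: 0% = DAX1-transfected cells with DMSO and 100% = empty-vector control cells with DMSO; inhibition shows as a rise in luminescence from relieved DAX1 repression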
GAA850 FXN act – FXN promoter activators, primary screen, cell-based, luciferase luminescence, HEK293 lucGAA850; HEK293 lucGAA850 FXN promoter luciferase reporter, 24 h; percent of 10 µM SAHA response; activation, % at 6 µM; hit rate 0.56% among 360,000; AID 540364, 2011;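 active means activation above the average of all compounds screened plus 3 SD, cutoff fixed separately per campaign, cut at about 7.5% in these data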;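 further: 0% = DMSO wells and 100% = 10 µM SAHA wells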
PLCb3 inh – human PLC-beta3 inhibitors, primary screen, biochemical, fluorescence; 1-phosphatidylinositol 4,5-bisphosphate phosphodiesterase beta-3 (Homo sapiens), Q01970; Purified PLC-beta3, fluorogenic substrate; inhibition, % at 12.2 µM; hit rate 0.18% among 370,000; AID 720704, 2013; in the data active means inhibition above about 11%;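 further: 0% = median of compound wells on plate and 100% = full blocker control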
Target sequence (Q01970 whole entry, looked up): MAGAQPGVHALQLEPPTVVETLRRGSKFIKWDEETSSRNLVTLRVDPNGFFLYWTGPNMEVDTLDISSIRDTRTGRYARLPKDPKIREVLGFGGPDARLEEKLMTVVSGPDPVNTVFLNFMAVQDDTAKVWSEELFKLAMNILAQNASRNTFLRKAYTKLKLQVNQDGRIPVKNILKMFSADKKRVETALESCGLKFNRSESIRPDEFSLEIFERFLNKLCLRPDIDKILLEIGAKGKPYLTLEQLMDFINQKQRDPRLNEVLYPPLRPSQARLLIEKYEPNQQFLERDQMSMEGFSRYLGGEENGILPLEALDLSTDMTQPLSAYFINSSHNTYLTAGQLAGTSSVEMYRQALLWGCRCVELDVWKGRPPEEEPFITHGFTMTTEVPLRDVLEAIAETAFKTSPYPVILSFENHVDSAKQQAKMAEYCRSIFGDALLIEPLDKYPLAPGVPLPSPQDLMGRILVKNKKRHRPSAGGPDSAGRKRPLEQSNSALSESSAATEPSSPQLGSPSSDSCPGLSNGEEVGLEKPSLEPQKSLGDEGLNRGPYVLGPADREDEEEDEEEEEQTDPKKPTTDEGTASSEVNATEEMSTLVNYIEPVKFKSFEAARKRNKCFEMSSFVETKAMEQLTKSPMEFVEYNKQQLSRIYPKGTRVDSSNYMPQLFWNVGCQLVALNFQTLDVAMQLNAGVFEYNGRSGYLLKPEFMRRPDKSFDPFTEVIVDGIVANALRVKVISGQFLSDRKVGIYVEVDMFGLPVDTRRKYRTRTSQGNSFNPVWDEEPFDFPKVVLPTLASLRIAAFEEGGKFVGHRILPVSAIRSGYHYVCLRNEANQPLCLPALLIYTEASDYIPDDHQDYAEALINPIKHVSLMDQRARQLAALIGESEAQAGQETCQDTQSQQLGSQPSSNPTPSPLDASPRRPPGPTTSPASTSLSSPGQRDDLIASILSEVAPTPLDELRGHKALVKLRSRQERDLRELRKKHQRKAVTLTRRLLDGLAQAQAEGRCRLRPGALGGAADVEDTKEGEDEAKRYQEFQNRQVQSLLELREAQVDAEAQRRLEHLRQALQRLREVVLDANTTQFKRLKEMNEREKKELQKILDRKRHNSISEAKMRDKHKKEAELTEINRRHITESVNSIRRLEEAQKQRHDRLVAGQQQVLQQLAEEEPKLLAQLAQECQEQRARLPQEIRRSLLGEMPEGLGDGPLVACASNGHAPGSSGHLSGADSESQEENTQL
PG9 binder – binders of HIV-1 gp120 antibody PG9, primary screen, biochemical, TR-FRET; HIV-1 gp120 / PG9 antibody interaction; TR-FRET gp120-PG9 antibody binding; inhibition, % at 6.7 µM; hit rate 0.43% among 360,000; AID 624416, 2012; in the data active means inhibition above about 8.5%
ssDAF12 agonist – S. stercoralis DAF-12 nuclear receptor activators, primary screen, cell-based, luminescence, HEK293, GRIP1 co-expression, lit1-tk-luc; hit rate 1% among 370,000; activation, % at 6.8 µM; HEK293 ssDAF-12/GRIP1 lit1-tk-luc reporter; % of 3 µM dafachronic acid response; AID 652126, 2013; Nuclear hormone receptor DAF-12 (Strongyloides stercoralis);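 active means activation above the mean over all tested compounds plus 3 SD, cut at about 0.9% in these data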;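 further: 0% = DMSO-only wells and 100% = 3 µM delta7-dafachronic acid wells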
Rev-erbA mod – modulators of Rev-erb alpha DNA binding, primary screen, biochemical, FITC-DNA, fluorescence polarization, uHTS | hit rate 0.79% among 370,000 | activity, % at 10 µM | AID 1259318, 2017 | Nuclear receptor subfamily 1 group D member 1 (Homo sapiens), P20393 | Rev-erbα–FITC-DNA binding, 90 min;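 active means activity above about 14%, limit read from the data; passing the limit was not always enough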;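 further: 0% = DMSO wells with 35 nM protein and 100% = DMSO wells with 750 nM protein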
hgDAF-12 ag – H. glycines DAF-12 receptor agonists, primary screen, cell-based, luminescence, HEK293, GAL4 fusion, UAS-luciferase. HEK293 GAL4-hgDAF12 UAS-luciferase reporter, agonist luminescence; normalized to butyrate control. hit rate 1.8% among 370,000. activation, % at 6.8 µM. AID 687014, 2013;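 active means activation above a cutoff set at the mean of all screened compounds plus 3 SD, cut at about 10% in these data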;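 further: 0% = DMSO wells and 100% = sodium butyrate wells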
DAX1 inh-2 – DAX1 (NR0B1) inhibitors on StAR promoter, primary screen, cell-based, luminescence, SF-1 (NR5A1), full-length DAX-1 | inhibition, % at 6.8 µM | AID 652010, 2013 | hit rate 1.1% among 370,000 | HEK293T StAR-luciferase reporter, SF-1/DAX-1 repression relief;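 active means inhibition above the mean over all tested compounds plus 3 SD, cut at about 3.6% in these data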;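 further: 0% = DAX-1 cells with DMSO and 100% = cells lacking DAX-1 with DMSO; higher inhibition means more luminescence from relief of DAX-1 repression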
HGIII-sPLA2 inh – human group III sPLA2 inhibitors, primary screen, biochemical, QFRET, BODIPY PC-A2 liposome substrate; hit rate 0.56% among 370,000; Group 3 secretory phospholipase A2 (Homo sapiens), Q9NZ20; inhibition, % at 12.2 µM; QFRET BODIPY PC-A2 liposome hydrolysis, fluorescence;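 active means inhibition above mean plus 3 SD of compounds lying within the high and low control bounds, cut at about 19% in these data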;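 further: 0% = median of test compound wells and 100% = no enzyme DMSO wells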
hcDAF-12 act – H. contortus DAF-12 nuclear receptor activators, primary screen, cell-based, luminescence, HEK293, lit1-tk-luc reporter; HEK293 hcDAF-12 lit1-tk-luc reporter; 0% DMSO, 100% Δ7-dafachronic acid; activation, % at 6.8 µM; hit rate 1.4% among 370,000;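 active means activation above the mean of all tested compounds plus 3 SD, cut at about 5.5% in these data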;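 further: 100% = response to 3 µM Δ7-dafachronic acid high control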
* marks the source's active call; other numbers are inactive results; . = no result given.

SMILES	SMARCA2 activ	DAX1 inh-1	GAA850 FXN act	PLCb3 inh	PG9 binder	ssDAF12 agonist	Rev-erbA mod	hgDAF-12 ag	DAX1 inh-2	HGIII-sPLA2 inh	hcDAF-12 act
O=P(Oc1ccccc1)(Oc1ccccc1)C(O)c1ccc(Cl)cc1 (configuration not stated)	7	1.6	-0.3	7	-1.0	-0.8	-1	0.3	-0.3	-6	-1.4
CCCCOC(=O)COc1cc(C)cc2oc(=O)c3c(c12)CCC3	-1	3.7	0.7	-6	-2.0	-0.4	26*	0.7	-0.1	1	-1.2
O=C(O)C1C2CCC(O2)C1C(=O)NC1CCCCC1 (configuration not stated)	-3	-0.2	7.0	0	-1.3	-1.3	9	-2.0	-0.1	8	-0.6
CC(c1ccccc1)n1cc(C(=O)NC2CCCC2)nn1 (configuration not stated)	-3	.	.	0	.	-1.1	-2	-0.1	-1.1	3	-0.8
Cc1c2cnn(CC(=O)N3CCC4(CC3)OCCO4)c(=O)c2c(C)n1Cc1ccccc1F	-1	-0.5	1.8	-1	2.9	-0.9	7	1.4	0.5	7	-1.5
CC(=O)OC(C)(C)/C=C/C(=O)C(C)(O)C1C(O)CC2(C)C3CC=C4C(CC(O)C(=O)C4(C)C)C3(C)C(=O)CC12C (configuration not stated)	-7	-3.5	-14	-8	1.2	-2.0	2	-11	-7.5	2	-4.3
CCc1nc2ccccc2c(=O)n1-c1ccccc1[N+](=O)[O-]	-2	-0.8	0.3	9	-1.6	-2.2	1	-0.6	-1.3	4	-0.7
CCC12CN3CCN(CC(C3)/C1=N/NC(=O)c1ccncc1)C2	1	1.4	1.9	-1	0.8	-1.0	-6	1.7	0.0	3	0.5
CN1C(=O)N(C)C(=O)C2(Cc3ccccc3N3CCOCC32)C1=O (configuration not stated)	1	1.7	-0.8	1	-2.3	-0.9	6	-1.4	-0.6	3	-2.3
C[N+]1(C)C2CC[C@H]1CC(OC(=O)C(CO)c1ccccc1)C2 (some centres not stated)	0	0.4	0.5	0	-0.5	-0.6	-2	1.0	-0.2	-2	-1.7
O=C1c2cccc3cccc(c23)C(=O)N1/N=C/c1c(O)n(-c2ccccc2)c(=O)[nH]c1=O	1	-1.1	2.8	-12	-1.3	-0.6	-9	-0.5	0.2	1	0.3
O=c1[nH]c(=O)n(C2CCCCC2)c(O)c1/C=N/N1CCCCC1c1cccnc1 (configuration not stated)	-3	2.9	1.0	-5	0.0	-0.7	-5	1.0	-0.2	6	-3.2
NN=C(N)N	-5	1.2	0.5	4	1.6	-1.4	5	2.1	0.0	2	-0.9
C[C@]12CCC(=O)C=C1CC[C@@H]1C2CC[C@]2(C)C(=O)CCC12 (some centres not stated)	-3	0.5	0.9	4	-1.7	-1.9	-1	1.9	0.0	5	-1.1
CCOC(=O)C(O)(c1ccc(NC(=O)c2ccc(Cl)c(Cl)c2)cc1)C(F)(F)F (configuration not stated)	0	-1.1	1.8	-6	-0.1	-1.5	0	0.6	0.1	-10	-0.3
CCOC(=O)C1(CCc2ccccc2)CCN(CC(O)CO)CC1 (configuration not stated)	-5	2.3	-1.4	-7	1.5	-1.0	2	-0.1	0.5	10	-0.9
CC(O)C1C=CC=CC(=O)OC2CC3OC4C5OC5(C)C(O)CC4(COC(=O)C(O)C(C)CCO1)C2(C)C31CO1 (configuration not stated)	-12	-6.6	-15	3	-0.9	-2.8	5	-17	-6.4	-7	-6.3
c1cncc(C2Nc3cccc4cccc(c34)N2)c1	-1	-0.1	12*	-20	-16	-0.6	-32	1.0	0.1	-1	3.4
Cc1cccc(CN2CCCC(C(=O)c3ccc4c(c3)OCO4)C2)n1 (configuration not stated)	-1	-0.9	2.0	-3	-1.4	-1.2	-7	-0.5	0.3	-1	-0.3
CCC1(CC(C)C)C(=O)NC(=S)NC1=O	3	-0.5	-0.5	4	0.6	-1.3	-2	5.9	-0.1	-5	0.7
COC(=O)C1=C(c2ccc(-c3ccccc3)c(F)c2)C[C@@H]2CC[C@H]1N2C(=O)N1CCc2cc(OC)c(OC)cc2C1	-1	-0.9	-3.8	-6	-0.8	-2.0	-3	-2.5	-0.8	-7	-3.0
CCN(CC)S(=O)(=O)c1ccc(C)c(NCC(=O)Nc2ccc(C#N)c(Cl)c2)c1	-5	-1.4	-2.4	-1	1.4	-1.9	7	-4.3	-1.0	-32	-4.0
O=C1NC(=O)N(Cc2ccco2)C(=O)/C1=C\c1cccn1CCOc1ccccc1	-3	0.2	0.7	-11	2.1	-1.0	-1	-0.7	-0.1	12	0.3
CC(=O)N1Cc2cnnn2-c2ccccc2C1(C#N)Cc1ccccc1 (configuration not stated)	-6	-0.1	-1.2	1	1.6	0.3	-4	0.6	-0.2	7	2.2
O=[N+]([O-])[N-][n+]1cnn(Cc2ccc(Cl)cc2)c1	2	0.6	0.1	-1	-0.7	-0.8	-4	-3.4	1.1	4	0.9
Cn1c(=O)cc(OCC(=O)N2CCN(Cc3ccc4c(c3)OCO4)CC2)c2ccccc21	-4	0.5	1.3	-1	-0.5	-1.2	-4	-0.4	0.3	-2	-2.4
C(#CCN1CCOCC1)COC/C=C/c1ccccc1	2	0.0	0.9	-2	-0.3	-0.6	-2	1.6	0.2	-3	-1.8
CC1(C)CC(n2[nH]c(=O)c3c2NC(=O)CSC3c2ccc(F)cc2)CCO1 (configuration not stated)	-1	2.8	0.0	-1	0.9	-1.1	-4	1.8	-0.8	8	-1.2
COc1cc(CN2CCCC(C(=O)c3sccc3C)C2)cc(OC)c1O (configuration not stated)	-1	1.2	-0.8	0	-0.1	-0.6	1	-1.3	-0.6	-4	0.3
O=C(CN1C(=O)CN=C(c2ccccc2)c2cc(Cl)ccc21)NC1CCCCC1	-8	.	.	0	.	-1.7	2	-2.6	0.3	12	-4.2
CCOP(=O)(OCC)C(NC(C)=O)C(Cl)(Cl)Cl (configuration not stated)	0	-1.2	3.2	1	-1.1	-1.4	-1	0.7	0.3	0	-1.7
CC(=O)OC1CC(OC2C(O)CC(OC3C(O)CC(OC4CCC5(C)C(CCC6C5CCC5(C)C(C7=CC(=O)OC7)C(O)CC65O)C4)OC3C)OC2C)OC(C)C1OC1OC(CO)C(O)C(O)C1O (configuration not stated)	-9	-5.9	-14	1	0.6	-2.3	0	-15	-6.6	-10	-3.8
CCOC(=O)c1cccc(C2=C(CNC(=O)c3cccnc3)[C@H]3CC[C@@H](C2)N3Cc2ccccc2)c1	-1	-0.3	-4.2	0	0.0	-0.5	-7	-0.7	1.0	-3	0.3
COC(=O)C1=C(C(=O)OC)C2c3ccccc3C1c1ccccc12	-5	0.0	2.2	4	0.9	-1.5	-3	4.6	-0.3	-8	-0.3
COC(=O)C1=C(c2cccc(C#N)c2)C[C@@H]2CC[C@H]1N2C(=O)NCc1ccco1	0	-0.5	1.2	1	-2.7	-1.4	1	2.2	-0.1	0	-0.8
O=C1NC(=O)N(CCc2ccc(F)cc2)C(=O)/C1=C/c1cccs1	-2	0.0	1.8	-15	-0.2	-1.1	-3	0.2	0.7	-6	-0.4
CC(=O)N1CN2CN(C(C)=O)CC(C(=O)c3ccccc3)(C2)C1	1	-1.1	0.3	2	-0.7	-1.1	1	-2.5	0.2	5	0.1
Cc1ccc2c(c1)CC1(CN2C)C(=O)NC(=O)N(CCc2ccccc2)C1=O (configuration not stated)	-3	-0.2	1.7	-9	2.1	-1.2	-1	-1.1	0.4	-7	-0.5
CCOC(=O)[C@]12Cc3ccc4ccccc4c3[C@H]1N(Cc1ccccc1)C(=O)c1ccccc12	-6	.	.	1	0.5	0.1	-3	2.1	0.0	0	0.6
COCCOC(=O)c1c(C)oc2ccc(OC(=O)N(C)C)cc12	-1	-0.7	1.1	-1	-0.4	-0.9	-1	-2.4	1.1	-1	-1.1
CNC(=O)O/N=C(\C)Cc1nnn(-c2cc(C)on2)n1	-1	5.1*	-0.2	-3	0.9	-1.3	-5	1.9	-0.2	-1	0.4
COc1cccc(CN2CC=C(c3ccc(F)cc3)CC2)c1	-2	0.1	-0.4	-1	-0.2	-1.9	-2	1.5	0.0	-13	-1.5
C1=CC(Cc2cncs2)c2ccccc21 (configuration not stated)	0	0.3	-0.8	-48	-0.8	-0.1	-3	4.6	0.8	-2	1.0
O=C(c1cc2cc3ccc(Cl)cc3nc2o1)N1CCC2(CC1)OCCO2	2	0.5	2.4	-1	-2.9	-0.3	2	-1.2	-0.5	4	-0.4
FC(F)(F)c1ccccc1CNCCc1c[nH]c2ccccc12	0	1.0	-0.8	-5	-0.7	-1.3	4	0.5	-0.1	-9	0.5
Cc1ccsc1C(=O)C1CCCN(Cc2cnc(N3CCCC3)s2)C1 (configuration not stated)	-3	-0.5	1.3	2	-2.3	-1.0	3	-2.6	0.0	0	-1.1
Cc1sc2c(c1C)C(c1cccs1)=NCC(=O)N2CC(=O)NCc1cccs1	-2	-1.9	-1.4	-3	0.5	-2.2	-5	-2.1	-1.1	-10	-2.0
O=P(NCc1ccccc1)(Oc1ccccc1)Oc1ccccc1	-1	-0.4	1.4	-2	-4.2	-1.9	9	-2.4	-0.1	-2	-1.3
O=c1[nH]c(=O)n(-c2ccccc2Cl)c(O)c1C=NCCN1CCCCC1	-1	0.4	2.7	1	1.1	-0.8	1	-3.5	-0.3	-3	-1.4
O=C(Oc1ccc([N+](=O)[O-])cc1)N1CCC(N2CCCCC2)CC1	0	0.1	1.0	-2	-2.1	-1.1	0	1.5	0.4	8	-0.2

This is a subset (hit frequency here may not be typical).
